PHOSPHO1 block: inhibitors of human PHOSPHO1 phosphatase. AID 1565. hit rate 1.1% among 290,000. Q8TCT1. inhibition, % at 13.3 µM. recombinant PHOSPHO1, absorbance phosphatase assay; in the data active = inhibition above about 60%
Target sequence (Q8TCT1 whole entry, looked up): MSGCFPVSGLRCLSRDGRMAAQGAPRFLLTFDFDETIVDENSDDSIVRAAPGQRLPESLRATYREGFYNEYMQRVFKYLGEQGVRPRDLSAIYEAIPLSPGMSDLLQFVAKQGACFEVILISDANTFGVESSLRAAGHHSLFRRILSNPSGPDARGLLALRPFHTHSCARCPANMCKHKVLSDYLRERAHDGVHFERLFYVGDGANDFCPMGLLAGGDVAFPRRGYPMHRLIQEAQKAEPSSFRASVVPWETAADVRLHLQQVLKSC
DNA FID counter: fluorescent intercalator displacement, NS3 helicase counter-screen. DNA fluorescent intercalator displacement, fluorescence. inhibition, % at 7.9 µM. hit rate 0.17% among 290,000; in the data active = inhibition above about 37%;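 note: 0% = vehicle and 100% = reference compound; higher means more ethidium bromide displaced from hairpin DNA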
HCV NS3 hel inh: HCV NS3 helicase inhibition; inhibition, % at 10.9 µM; NS3 helicase DNA unwinding, Cy5 molecular beacon fluorescence; AID 1800; hit rate 0.56% among 290,000;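 active = inhibition above the mean of all tested compounds plus 3 SD, set per campaign, cut at about 35% in these data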;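 note: 0% = DMSO wells and 100% = thioflavine S control wells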
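Assay system: hepatitis C virus NS3 helicase domain fragment enzyme. Also added: annealed dual-labelled DNA beacon duplex, ATP-started. Timing: 1 h reaction at 25 °C, ATP-initiated. Technique: Cy5 fluorescence at 0 and 60 min, beacon hairpin quenching. Evaluation: % inhibition of unwinding. Replication: one well per compound.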
V1R ag counter: activates human V1a receptor in oxytocin agonist counter-screen; activation, % at 3 µM; hit rate 0.25% among 320,000; AID 2797; P37288; CHO-V1R cells, Fluo-8 calcium fluorescence, agonist mode; 0% DMSO, 100% 3 nM vasopressin;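 active = activation above the mean activation of all tested compounds plus 3 SD, per screening run, cut at about 20% in these data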;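 note: signal is peak over basal fluorescence ratio across a 100 second FLIPR read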
OXTR ag: agonists of human oxytocin receptor | P30559 | hit rate 0.32% among 320,000 | activation, % at 3 µM | CHO-OTR cells, Fluo-8 calcium fluorescence; normalized: DMSO 0%, oxytocin 100% | AID 2435;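 active = activation above the mean of all tested compounds plus 3 SD, cutoff set per screening run, cut at about 20% in these data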;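 note: peak over basal fluorescence ratio from a 100 s FLIPR kinetic read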
Target sequence (P30559 whole entry, looked up): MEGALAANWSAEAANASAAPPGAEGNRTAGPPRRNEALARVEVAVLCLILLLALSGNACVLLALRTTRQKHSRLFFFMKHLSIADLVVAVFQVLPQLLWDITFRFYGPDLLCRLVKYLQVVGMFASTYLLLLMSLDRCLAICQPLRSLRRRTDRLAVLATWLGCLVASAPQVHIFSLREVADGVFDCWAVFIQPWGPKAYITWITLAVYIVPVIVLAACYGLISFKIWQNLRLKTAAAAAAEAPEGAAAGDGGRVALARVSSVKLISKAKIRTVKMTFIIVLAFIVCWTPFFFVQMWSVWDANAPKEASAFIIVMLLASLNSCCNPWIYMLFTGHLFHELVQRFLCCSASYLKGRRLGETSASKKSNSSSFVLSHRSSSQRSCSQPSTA
GPR7 antag: blocks human GPR7 receptor signaling. GPR7-expressing cells, fluorescence antagonist assay. inhibition, % at 4.4 µM. hit rate 1.1% among 290,000; in the data active = inhibition above about 16%, passing the limit was not always enough;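 note: cells stimulated with the agonist NPW; 0% = agonist with vehicle and 100% = vehicle without agonist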
Target sequence (P48145 whole entry, looked up): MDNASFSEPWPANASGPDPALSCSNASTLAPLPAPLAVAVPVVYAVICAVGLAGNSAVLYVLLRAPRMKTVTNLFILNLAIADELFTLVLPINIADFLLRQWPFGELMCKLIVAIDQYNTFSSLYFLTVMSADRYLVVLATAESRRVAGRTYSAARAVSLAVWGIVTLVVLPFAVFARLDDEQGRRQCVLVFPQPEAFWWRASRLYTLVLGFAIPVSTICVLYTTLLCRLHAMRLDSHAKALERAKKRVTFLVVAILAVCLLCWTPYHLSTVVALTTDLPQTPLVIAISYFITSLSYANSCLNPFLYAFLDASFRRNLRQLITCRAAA
GalR3 antag: antagonists of human GalR3 | O60755 | hit rate 0.44% among 360,000 | inhibition, % at 3 µM | HEK293 GalR3-CNG cAMP membrane potential fluorescence; galR3 body fused to GalR1 C-terminus;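 active = inhibition above the screen-wide average plus 3 SD, cut at about 13% in these data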;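 note: forskolin and galanin both at EC90 stimulate the cells; cAMP rise reported by CNG channel membrane potential dye signal; 0% = forskolin plus galanin with DMSO and 100% = forskolin alone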
VIM-2 inh: blocks Pseudomonas aeruginosa VIM-2 metallo-beta-lactamase; hit rate 0.89% among 290,000; inhibition, % at 5.6 µM; purified VIM-2, nitrocefin hydrolysis, epi-absorbance fluorescence;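 active = inhibition above the mean of all tested compounds plus 3 SD, cutoff set per screening run, cut at about 7.5% in these data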;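 note: red hydrolysis product quenches plate fluorescence so inhibitors raise well fluorescence; 0% = enzyme with DMSO and 100% = DMSO without enzyme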
IMP-1 inhibitor: blocks Pseudomonas aeruginosa IMP-1 metallo-beta-lactamase | inhibition, % at 5.6 µM | purified IMP-1, nitrocefin hydrolysis, epi-absorbance fluorescence | hit rate 0.45% among 290,000 | AID 1556;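 active = inhibition above the mean plus 3 SD of all compounds in the same screening run, cut at about 4.5% in these data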;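 note: 0% = IMP-1 with DMSO and 100% = DMSO wells lacking enzyme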
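System: Purified IMP-1 | Read-out basis: Percent enzyme inhibition | Controls: IMP-1 with DMSO as 0%, enzyme-free DMSO as 100% | Replicates: One well per compound | Doses: 5.6 µM nominal single concentration | Detection: Epi-absorbance fluorescence, 480 nm excitation, 530 nm emission | Incubation: 25 °C, 15 min preincubation, 25 min reaction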
* hit, by the source's call; · = no result given.

molecule	PHOSPHO1 block	DNA FID counter	HCV NS3 hel inh	V1R ag counter	OXTR ag	GPR7 antag	GalR3 antag	VIM-2 inh	IMP-1 inhibitor
CCOC(=O)c1nnc(-c2ccc(C)cc2)nc1N1CCSCC1	-9.8	-33.1	28.8	-1.6	-2.2	-21.6	-5.6	-3.0	-3.6
CC(C)(C)S(=O)(=O)c1cnc(N2CCCC2)nc1N	35.7	-4.3	17.0	2.0	-0.1	-10.3	5.1	-3.6	-2.6
C/C(=N\NC(=O)c1cccc2ccccc12)c1ccccn1	·	-4.7	-13.3	·	·	-9.6	-1.6	5.2	-2.9
O=C(Sc1nnc(-c2ccccc2)o1)N1c2ccccc2Sc2ccccc21	5.1	-0.6	-2.4	0.3	-1.2	-1.2	6.2	-3.1	-4.0
COc1ccc(C(=O)c2coc(-c3ccccc3C(=O)O)c2C(=O)O)cc1	-2.7	-1.6	-0.9	1.5	1.5	-4.0	13.6*	-0.2	-1.2
CCc1cc2c(-c3ccccc3)cc(=O)oc2cc1OCC(=O)NCC1CCC(C(=O)O)CC1 (stereo unspecified)	13.5	-52.1	4.8	0.3	0.3	-9.1	-4.6	-0.1	-4.9
COCCCNc1ccc([N+](=O)[O-])cc1C(=O)Nc1cccc(C)n1	38.5	-14.5	6.4	-1.6	-2.9	-1.5	0.8	1.8	-1.6
O=C(O)c1ccc(NC(=O)c2ccco2)c(NC(=O)c2ccco2)c1	1.5	-5.7	3.3	1.0	0.6	-10.5	-2.4	-1.2	-2.1
O=c1c2ccccc2nc(SCc2ccccc2)n1CC1CCCO1 (stereo unspecified)	20.4	-8.1	-1.8	-0.5	-0.4	-4.5	-5.1	-4.2	-2.4
COC(=O)c1cccc(CSc2nc3ccccc3[nH]2)c1	4.9	-6.6	0.3	7.8	5.0	4.0	-3.1	1.0	-3.2
O=S1(=O)CC2SC(=S)N(c3ccccc3)C2C1 (stereo unspecified)	27.3	-0.5	-3.5	0.4	0.1	-10.5	-4.7	-2.6	-2.5
CC(C)(C)c1ccccc1OCC(=O)NCCCn1ccnc1	26.5	3.2	-5.6	1.7	2.1	-4.4	-7.3	-2.9	-4.2
O=C(CSc1nnc2ccc3ccccc3n12)N1CCOCC1	7.2	-6.0	0.8	1.4	0.8	-1.6	-7.9	2.0	-0.5
O=C(NCCc1c[nH]c2ccccc12)C1CCN(c2nnc(N3CCCC3=O)s2)CC1	33.9	-15.3	1.9	1.4	-0.8	2.6	-5.9	-0.1	-2.0
Cc1ccc(NC(=O)CCn2nnc3ccccc32)cc1	37.0	-5.7	-4.0	-0.5	-0.2	-12.3	-5.8	0.3	-2.1
COc1ccc(C/C(C)=N/NC(=O)C2COc3ccccc3O2)cc1 (stereo unspecified)	48.5	-1.5	5.3	0.6	-0.7	-7.8	-7.3	0.3	-3.3
Cc1ccccc1-n1nnnc1Sc1nnnn1-c1ccccc1	6.7	-4.4	-0.9	0.4	1.8	2.8	-4.6	-6.3	-5.6
COc1ccc(-c2nn(-c3ccccc3)cc2/C=C/C(=O)OCC(=O)Nc2cccc(C#N)c2)cc1	-7.9	-2.0	-19.8	0.5	5.7	-8.2	2.0	-1.4	-3.0
CCOc1ccccc1-n1nnnc1SCc1nc2ccccc2s1	9.7	-9.1	-0.9	1.8	2.0	4.2	-1.6	2.1	-0.4
O=C(O)Cc1sc(-c2cccnc2)nc1-c1ccc(Br)cc1	13.8	-28.9	10.0	-0.2	-1.1	-2.9	1.9	1.2	-1.3
CCN(CC)c1ccc(NC(=O)Cn2cc3c(n2)CCC(C)C3)c(C)c1 (stereo unspecified)	82.6*	-14.0	8.9	-0.9	-2.0	-10.4	-4.5	-2.8	-5.0
O=C(NCC1CC1)Nc1cccc(C(F)(F)F)c1	11.4	-4.4	3.3	·	·	12.4	-8.8	0.0	-1.4
Cn1c(=O)c2c(nc(NCCNC(=O)c3ccco3)n2Cc2ccccc2F)n(C)c1=O	26.1	-19.6	7.6	-0.1	0.2	-1.4	-7.3	-0.2	-3.0
COc1ccc2c(c1)cc(C(=O)N[C@@H](Cc1ccccc1)C(=O)N[C@@H](C)C(=O)O)n2C	34.0	-36.1	2.2	-1.4	-0.1	0.4	-2.7	-1.5	-3.3
Cc1ccc(-n2c(SCC(=O)OC(C)C)nnc2-c2cnccn2)cc1	-13.5	-20.2	0.6	1.3	0.9	-0.7	-4.5	-1.1	-4.2
COc1ccc(OCC(=O)NCCc2c[nH]c3ccccc23)cc1	1.2	-20.9	-4.2	2.8	1.0	1.1	-4.0	-0.8	-0.6
COc1cc(CN2CC(=O)N(c3ccc(C)cc3)C2=S)cc(OC)c1OC	3.0	-16.1	-11.0	4.5	-0.8	-10.6	-4.3	-2.2	-2.2
CCCNC(=O)c1ccccc1NC(=O)c1ccccc1SC	17.0	-9.0	7.8	-1.0	-0.8	8.5	-2.2	-2.1	-3.0
C=CCn1c(C)cc(C(=O)CN2C(=O)c3ccccc3C2=O)c1C	33.8	-7.4	-1.8	0.6	-0.4	-5.1	-2.9	2.6	-0.1
CCCCC(=O)Nc1cccc(-c2csc(-c3ccccc3)n2)c1	-2.2	-7.2	-6.7	0.0	-0.3	-10.9	-0.7	-3.8	-4.4
CN(C)CCCC(C)(O)C(C)(C)c1ccccc1 (stereo unspecified)	2.1	4.1	-8.5	1.0	0.4	-2.7	-13.0	-3.1	-3.7
CN1C(=O)NC(c2cccc(O)c2)C(C(=O)c2cccs2)C1(O)C(F)(F)F (stereo unspecified)	20.8	-2.8	14.0	0.5	0.1	-15.2	·	-3.3	-3.2
CSc1ccccc1NC(=S)NC1CCCCC1	5.6	-3.8	-1.4	0.7	-0.3	-8.6	-5.2	-4.2	-3.9
O=C(CN1CCN(Cc2ccccc2)CC1)NCCNc1ccc([N+](=O)[O-])cn1	0.6	8.3	10.3	0.2	1.0	-5.5	-0.2	-4.7	-3.4
CCOc1ccc2oc(C(=O)NCC(C)(C)CN(C)C)c(C)c2c1	-3.7	8.1	3.3	-0.3	0.8	-7.0	-1.2	-2.9	-1.6
O=C(CN1C(=O)c2ccccc2S1(=O)=O)NCc1ccco1	16.8	1.7	12.3	0.2	0.7	-6.8	1.8	-1.9	-1.9
COc1ccc(Cn2c(-c3ccc(C)cc3)nc3c(c(=O)c4ccccc4n3C)c2=O)cc1	7.1	-7.4	-0.8	1.2	-1.6	-7.7	-2.4	-3.0	-2.8
COC(=O)c1ccc(NCC(=O)N2CCCCCC2)cc1	8.6	-19.8	7.7	-0.4	0.2	-8.3	·	-0.5	1.0
Cc1nn(CC(=O)NCc2cc3ccccc3[nH]2)c(C)c1[N+](=O)[O-]	-2.4	-1.9	5.0	1.4	1.9	8.6	-4.1	-3.1	-4.0
COc1ccc(S(=O)(=O)NN=C2CCCCC2)cc1	74.3*	4.5	-6.0	-0.6	0.8	-8.7	-6.1	-5.3	0.0
Cn1c(NCc2ccccc2)nc2c1c(=O)n(Cc1ccc(Br)cc1)c(=O)n2C	3.6	-4.9	-1.3	-0.7	-0.4	-14.7	3.2	-0.1	-3.8
COc1ccc(C)cc1Nc1nc(C)nc2sc(C)cc12	32.6	-24.9	-7.3	-1.4	-2.1	-8.3	-12.9	2.9	0.1
CC(C)N(Cc1nc(-c2ccc3c(c2)OCO3)no1)CC1CCC(=O)N1 (stereo unspecified)	27.1	-22.0	2.0	-0.5	1.3	-4.2	-2.2	-1.1	-1.3
COc1ccc(OC)c(Nc2nc3ccccc3n3cnnc23)c1	3.4	-1.4	2.8	-1.0	-0.9	-9.9	-3.9	-0.6	-2.2
CCc1cccc(CC)c1NC(=S)NCC(c1cccnc1)N(C)C (stereo unspecified)	-3.9	-0.8	-3.7	0.2	0.4	-6.9	-3.9	-1.0	-1.3
CC(C)Cn1c(CN(Cc2ccccc2)Cc2ccccc2)nc2c1c(=O)n(C)c(=O)n2C	10.1	-36.0	-6.4	-1.0	-1.8	0.1	·	-3.9	-2.5
COc1ccc(Cl)cc1NC(=S)N1CCC(c2ccc(C)cc2)C1 (stereo unspecified)	-3.7	-8.5	-9.9	0.7	-2.1	-15.4	-6.6	-3.4	-3.0
Nc1n[nH]c2cc(=O)n(-c3cccc(C(F)(F)F)c3)nc12	24.5	5.2	9.3	0.6	0.2	-4.3	-5.9	-3.9	-4.0
CCCNC(=O)NC(C)C12CC3CC(CC(C3)C1)C2 (stereo unspecified)	-15.8	-13.0	-8.6	-1.2	-2.3	-0.9	-0.1	-0.6	-5.8
O=[N+]([O-])c1ccc(NC(=S)NCCc2ccc(F)cc2)cc1	46.2	24.0	-15.8	6.4	10.4	32.6*	-7.0	0.3	-2.3
COCCN(CCOC)c1nc(-c2ccc(C)cc2)nc2ccccc12	40.1	-6.7	-1.6	1.0	-1.9	-5.8	-6.6	-1.1	0.4
COc1cccc(C(c2c(C)[nH]n(-c3ccccc3)c2=O)c2c(C)[nH]n(-c3ccccc3)c2=O)c1OC	-19.4	-7.5	-3.4	1.4	4.0	-5.5	0.8	-6.8	-3.4
Cn1c(C(=O)OC(C(=O)NC2CCCCC2)c2ccncc2)cc2sccc21 (stereo unspecified)	14.7	-2.5	9.4	0.6	-1.9	8.1	-8.5	-2.4	-2.0
O=C(CCCSc1nc2ccccc2[nH]1)N1CCN(c2ccccc2)CC1	20.1	-14.8	1.3	5.1	-0.9	-5.9	-6.5	-2.1	-3.4
CC(=O)c1ccc(-c2ccc(C(=O)NC3CCCCCC3)o2)cc1	1.4	-23.7	2.5	1.6	0.1	-12.2	0.6	1.9	-2.1
Cc1cnc([N+](=O)[O-])n1CCOC(=O)NC(=O)c1cccc(F)c1	4.4	20.1	-6.8	0.2	0.1	7.2	-2.0	-1.5	-2.5
CCC1CCCCN1CCCNC(=O)CCCOc1cc(=O)n(C)c2ccccc12 (stereo unspecified)	41.7	4.1	1.0	0.2	-0.7	-15.7	-3.0	-1.8	-3.3
Cc1ccc(C(=O)NNC(=S)NC(=O)c2ccco2)cc1	-72.7	-5.4	-1.8	63.9*	45.2*	4.8	7.0	-4.6	-4.5
CC/C(=N\NS(=O)(=O)c1ccc(C)cc1)c1ccco1	31.3	-6.7	0.8	-0.4	-0.6	-15.9	-11.6	-2.1	-1.3
FC(F)(F)c1nc2ncc(Cl)cc2[nH]1	11.7	-0.2	7.1	2.1	2.5	-6.9	-0.5	-0.4	-2.2
O=C(c1ccco1)N1CCN(Cc2c(F)cccc2Cl)CC1	·	-19.2	5.1	-0.2	-0.6	-9.5	0.3	-1.6	-4.8

Bioassay records: PubChem, several laboratories
